High-throughput results: PubChem, The Scripps Research Institute Molecular Screening Center
OX1R antag-1 – antagonists of human orexin 1 receptor (OX1R). OX1R-expressing cells, FRET antagonist read-out. inhibition, % at 6.6 µM. AID 485270. 330,000 compounds, 1.8% hits. O43613; in the data active = inhibition mostly above about 38%, no sharp cut-off; inactive = mostly below about 40%;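 note: 0% = agonist challenge alone and 100% = reference antagonist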
Target sequence (O43613 whole entry, looked up): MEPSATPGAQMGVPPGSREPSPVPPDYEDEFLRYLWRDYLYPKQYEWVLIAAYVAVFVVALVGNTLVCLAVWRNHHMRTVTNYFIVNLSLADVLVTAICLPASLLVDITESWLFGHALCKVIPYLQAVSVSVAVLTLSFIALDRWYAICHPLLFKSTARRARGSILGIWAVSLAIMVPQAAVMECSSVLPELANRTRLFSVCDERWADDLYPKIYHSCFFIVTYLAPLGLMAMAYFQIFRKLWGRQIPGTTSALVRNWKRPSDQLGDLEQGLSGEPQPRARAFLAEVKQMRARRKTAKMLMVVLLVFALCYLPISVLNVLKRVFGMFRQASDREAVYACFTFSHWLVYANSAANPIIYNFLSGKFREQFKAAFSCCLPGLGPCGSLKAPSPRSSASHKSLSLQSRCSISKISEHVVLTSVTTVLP
OX1R antag-2 – blocks the human orexin 1 receptor; O43613; CHO/OX1R cells, Fluo-8 calcium fluorescence, orexin A; inhibition, % at 5 µM; AID 434989; 330,000 compounds, 0.43% hits;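 active = inhibition above its plate's threshold, mean inhibition of all tested compounds on the plate plus 3 SD, cut at about 37% in these data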;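 note: 0% = orexin A challenge wells and 100% = SB-334867-A antagonist wells; not every result past the cut was called active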
* = called active by the depositor. Rows were taken by chance; overall some 2% were active at least once.

The line under a structure holds: OX1R antag-1 | OX1R antag-2
- COc1cc(C2=NOC(C(=O)Nc3cc(C)on3)C2)cc(OC)c1OC (configuration not stated)
  8 | -11
- CCOc1ccccc1N1C(=O)c2ccc(C(=O)O)cc2C1=O
  27 | 8
- O=C(NCCNc1ccc([N+](=O)[O-])cc1C(F)(F)F)c1ccccc1
  14 | -12
- O=C(NCc1ccccc1)c1cnsn1
  13 | -10
- CCOC(=O)C1=C(O)/C(=C\c2cccc(OC)c2)N=C1C
  18 | -1
- CCN1CCN(c2nc3c(c(=O)n(C)c(=O)n3C)n2CCSc2nccc(C)n2)CC1
  4 | -10
- CN(C)c1ccc(CNc2ccc3c(c2)ncn3C(C)(C)C)cc1
  1 | -22
- CN1CCN(C(=O)Nc2cccc(-c3ccccc3)c2)CC1
  17 | -7
- COc1ccc(S(=O)(=O)NCC(c2ccc3c(c2)OCO3)N2CCOCC2)cc1 (configuration not stated)
  7 | -24
- O=C(COC(=O)c1cccc(S(=O)(=O)N2CCOCC2)c1)Nc1ccc2c(c1)OCO2
  12 | -9
- COc1ccc(/C=N/Nc2nc(N3CCCCC3)nc(N3CCCCC3)n2)cc1[N+](=O)[O-]
  15 | -23
- Cc1cccc(NC(=S)Nc2ccccn2)c1C
  12 | -10
- CC(C)CN1C(=O)C(NC(=O)C2CC2)(C(F)(F)F)C2=C1CC(C)(C)CC2=O (configuration not stated)
  22 | -8
- O=c1c(Cc2c(F)cccc2Cl)c(O)ccn1Cc1ccc2c(c1)OCO2
  15 | -11
- COc1cc(CCNC(=O)c2ccccc2NC(=O)C2=C(C)OCCS2)cc(OC)c1OC
  16 | -14
- Cc1ccccc1NC(=O)C[n+]1cc(-c2ccccc2)n2c1CCC2
  3 | -10
- CCn1cc(CCC(=O)O)c(C)n1
  9 | -15
- O=C(OCC(=O)N1CCOCC1)c1ccccc1Br
  9 | -9
- N[C@@]12CCc3nonc3[C@]1(O)CC(c1ccccc1)=[N+]2[O-]
  1 | -1
- COc1ccc(C)cc1NC(=O)C1CCCN(S(=O)(=O)c2ccc3[nH]c(=O)ccc3c2)C1 (configuration not stated)
  15 | -40
- CN1CCN(C(=O)c2ccc(Cn3cc(Cl)cn3)o2)CC1
  5 | -3
- Cc1c(NC(=O)c2ccc(S(=O)(=O)Nc3ccccc3F)cc2)c(=O)n(-c2ccccc2)n1C
  4 | 3
- O=C(NCc1ccco1)C(c1ccc(F)cc1)N(CC1CCCO1)C(=O)Cn1nnc2ccccc21 (configuration not stated)
  8 | -16
- Cc1ccc(NC(=O)CN(C)C(=O)CN2C(=O)NC(C)(c3ccccc3)C2=O)cc1 (configuration not stated)
  18 | -10
- COC(=O)c1ccc(CSc2nnc3sc4ccccc4n23)o1
  30 | -25
- O=C(CSc1nccc(=O)[nH]1)NN(c1ccccc1)c1ccccc1
  30 | -1
- Cc1[nH]nc(S(=O)CC(=O)O)c1[N+](=O)[O-] (configuration not stated)
  20 | -5
- CC(C)(C)n1ncc(Oc2ccccc2[N+](=O)[O-])c(Cl)c1=O
  20 | -16
- CCNC(=O)C1(c2ccccc2)CCCC1
  9 | -24
- CC(NC(=O)C(=O)N/N=C/c1ccc(Cl)cc1)c1ccccc1 (configuration not stated)
  18 | -9
- O=S(=O)(NC1c2cccc3cccc(c23)C1Sc1ncccn1)c1ccc(Cl)cc1 (configuration not stated)
  17 | -23
- COc1ccc(N2CCN(C(=O)Cc3coc4cc(C)ccc34)CC2)cc1
  9 | -20
- CCOC(=O)C(CC)/C(C)=N\NC(=O)CCC(=O)Nc1ccc(Cl)cc1Cl (configuration not stated)
  16 | -18
- CC(=O)Nc1cc(-c2ccccc2)nn1Cc1ccc(Cl)cc1
  7 | -17
- CCOc1ccc2nc(SCC)[nH]c2c1
  24 | -7
- CCOc1cc(CO)cc(Br)c1OCC(=O)O
  3 | -17
- CCc1ccc(N(C(=O)CCC(=O)Nc2cc(C)on2)C(C(=O)NC(C)(C)C)c2ccc(OC)cc2)cc1 (configuration not stated)
  3 | -41
- C/C=C/c1ccc(OCCCCN2CCN(CC)CC2)c(OC)c1
  9 | -5
- O=C(CCC1CCCN(C(=O)COc2ccccc2)C1)N1CCN(c2ccccn2)CC1 (configuration not stated)
  3 | -28
- O=C(NCCC1CCCCN1S(=O)(=O)c1ccc(F)cc1)C(=O)NCc1ccncc1 (configuration not stated)
  23 | -6

An excerpt of these results, tab-delimited.
mol	OX1R antag-1	OX1R antag-2
CCNC(=O)C1(c2ccccc2)CCCC1	9	-24
CC(NC(=O)C(=O)N/N=C/c1ccc(Cl)cc1)c1ccccc1 (configuration not stated)	18	-9
O=S(=O)(NC1c2cccc3cccc(c23)C1Sc1ncccn1)c1ccc(Cl)cc1 (configuration not stated)	17	-23
COc1ccc(N2CCN(C(=O)Cc3coc4cc(C)ccc34)CC2)cc1	9	-20
CCOC(=O)C(CC)/C(C)=N\NC(=O)CCC(=O)Nc1ccc(Cl)cc1Cl (configuration not stated)	16	-18
CC(=O)Nc1cc(-c2ccccc2)nn1Cc1ccc(Cl)cc1	7	-17

Further records:
The line under a structure holds: OX1R antag-1 | OX1R antag-2
- CC(=Nc1cccc(C)c1)c1sc2ccccc2c1O
  14 | -20
- Cc1ccc(S(=O)(=O)C2C(=O)NC3(C)CC2c2ccccc2O3)cc1 (configuration not stated)
  0 | -13
- Cc1nn(-c2ccc(C(=O)Nc3nnc(C4CC4)s3)cc2)c(C)c1Cl
  14 | -19
- Cc1cc(S(=O)(=O)NC(C)C)ccc1OCC(=O)NCc1ccccc1
  0 | -21
- Cc1nc2ccc(S(=O)(=O)NCC(=O)N3CCC(N4CCCCC4)CC3)cc2s1
  25 | -10
- FC(F)Oc1cccc(NC(=S)N2CCN(c3ccccn3)CC2)c1
  12 | -22
- O=c1[nH]c(C2CCN(S(=O)(=O)c3ccccc3C(F)(F)F)CC2)nc2c1nnn2Cc1ccccc1
  2 | -10
- Cn1c(N/N=C/c2ccccc2)nc2sc3c(c2c1=O)CCC3
  5 | -21
- COc1ccc(OCC(=O)NCCCNC(=O)COc2ccc(OC)cc2)cc1
  7 | -15
- O=C(COC(=O)c1ccc([N+](=O)[O-])s1)Nc1cccc(S(=O)(=O)NC2=NCCCCC2)c1
  35 | -17
- COCc1c(C(=O)N/N=C/c2cccc3ccccc23)nnn1-c1nonc1N
  31 | -12
- CC(C)CC(c1nnnn1C(C)C)N1CCN(c2cccc(Cl)c2)CC1 (configuration not stated)
  8 | -29
- COc1ccc(N(Cc2ccccc2)C(=O)CSc2nnc(Cn3nnc4ccccc43)o2)cc1
  46 | -13
- COc1ccc(/C=N/Nc2ccc([N+](=O)[O-])cc2)cc1O
  1 | 4
- CC1CN(C(=O)COC(=O)c2cnc(Cl)c(Cl)c2)CC(C)O1 (configuration not stated)
  9 | -30
- O=C(CSC(=S)N1CCOCC1)Nc1nc(-c2ccccc2)c(-c2ccccc2)o1
  32 | -9
- Cc1ccc(NC(=O)CCC(=O)OCC(=O)c2ccc(-c3ccccc3)cc2)cc1
  5 | -19
- CC(=O)N[C@@H](Cc1c[nH]c2ccccc12)C(=O)NC1CCCc2ccccc21 (some centres not stated)
  7 | -15
- COC(=O)c1sc(S(=O)(=O)NCC(=O)O)c(C(=O)OC)c1C
  8 | -9
- COc1ccc(S(=O)(=O)O)cc1P(=O)(c1ccccc1)c1ccccc1
  -4 | -10
- O=C(O)c1[nH]c2ccccc2c1C=NCc1ccccc1Cl
  6 | -14
- CN(C)c1ccc(-n2cccc2/C=C2/SC(=Nc3ccc(F)cc3)NC2=O)cc1
  -4 | -10
- Cc1ccc(NS(=O)(=O)c2cccs2)nc1
  5 | -4
- CC1CCN(S(=O)(=O)c2ccc3c(c2)c(=O)c(C(=O)N2CCCCC2)cn3C)CC1
  10 | -4
- Cc1cc(C)cc(N(CCC(=O)O)S(=O)(=O)c2ccc3ccccc3c2)c1
  35 | -11
- O=C(NCc1ccco1)c1cnn2c1NC(c1ccc(Br)cc1)CC2C(F)(F)F (configuration not stated)
  15 | -33
- CN(Cc1ccc(Cl)cc1Cl)C(=O)CN1C(=O)NC2(CCCC2)C1=O
  15 | -31
- Cc1ccccc1NC(=O)Cc1nc(COC(=O)/C=C/c2ccccc2)cs1
  7 | -33
- O=C(CSc1nc2ccccc2s1)Nc1ccc2c(c1)OCO2
  18 | 0
- C=CCN(CC=C)S(=O)(=O)c1ncn[nH]1
  11 | 2
- COCC(=O)N1CCC(Oc2ccc(C(=O)N3C[C@@H](C)O[C@@H](C)C3)cc2)CC1
  11 | -7
- O=C(O)c1ccc(N2CC3CC(C2)c2cccc(=O)n2C3)c(NC(=S)Nc2ccc(Br)cc2)c1 (configuration not stated)
  2 | 1
- O=C(NCCN1CCOCC1)c1ccc(Cl)c(S(=O)(=O)N2CCCC2)c1
  20 | -2
- COc1ccc(C)cc1NC(=O)NNC(=O)c1ccoc1C
  16 | -6
- Cc1cc(C(F)(F)F)n2nc(-c3cccs3)cc2n1
  15 | -10
- Cc1ccc(Cn2c(SCC(C)C)nc3c2c(=O)n(C)c(=O)n3C)cc1
  3 | -39
- O=C(N/C(=C\c1ccco1)C(=O)N1CCCC1)c1cccs1
  15 | -21
- Cc1ccc(C(=O)NCC(=O)OCC(=O)Nc2ccc(Cl)cc2C(F)(F)F)cc1C
  10 | -22
- CCC(=O)Nc1cc2nn(-c3ccc(OC)cc3)nc2cc1C
  7 | 7
- CCCN=C(C)c1c(-c2ccccc2)[nH]n(-c2nc3ccccc3s2)c1=O
  9 | -40
- COc1cccc2cc(C(C)N(CCCN3CCOCC3)C(=S)Nc3ccc(C)c(C)c3)oc12 (configuration not stated)
  4 | -36
- COc1ccccc1-c1cc2ccccc2[nH]1
  14 | -7
- COCCNC(=O)C1CCCN(S(=O)(=O)c2ccc3c(c2)CC(C)N3C(=O)C2CC2)C1 (configuration not stated)
  14 | -26
- O=C(Nc1ccc(C(=O)N2CCOCC2)cc1)Nc1cccc(Cl)c1
  -1 | -17
- Cc1ccc(-n2c(C)nnc2SCC(=O)Nc2ccccc2)cc1
  12 | -18
- O=C(CS(=O)(=O)c1c[nH]c2ccccc12)Nc1ccc2c(c1)OCCO2
  12 | -9
- Cn1c2ccccc2c2nnc(SC3CCOC3=O)nc21 (configuration not stated)
  36 | -15
- CCOCCCNC(=O)c1ccc2c(c1)ncn2C1CCCC1
  6 | -6
- CC(C)CNC(=O)c1c(F)c(F)c(F)c(F)c1F
  13 | -2
- CCc1ccccc1NC(=O)c1ccc(NCCc2ccccc2)c([N+](=O)[O-])c1
  12 | -27
- O=S(=O)(N/N=C\c1cccn1-c1ccccc1)c1ccc2ccccc2c1
  2 | -25
- O=C(Nc1cccc(-n2cnnn2)c1)c1ccncc1
  -1 | 2
- COc1ccc(C(=O)C2CCCN(Cc3cccn3-c3cccnc3)C2)cc1OC (configuration not stated)
  6 | -13
- CCOc1ccc(NC(=O)COc2nsnc2N2CCOCC2)cc1
  14 | -11
- O=C(CSc1nnnn1Cc1ccccc1)Nc1ccccc1
  24 | -19
- Cc1cc(C)cc(N2CCCn3c2nc2c3c(=O)[nH]c(=O)n2C)c1
  -1 | -30
- COc1cc(C(=O)Nc2cc(C)ccn2)cc(OC)c1OC
  1 | -7
- COc1ccc(NC(=O)CSc2ccccn2)cc1OC
  10 | -20
- O=C(c1cccc(-c2ccc(O)cc2)c1)N1CCN(c2ccc(F)cc2)CC1
  13 | -6
- COc1ccc(C(=O)NNC(=O)Nc2ccc(Cl)cc2)cc1
  5 | 1

Further records follow:
The line under a structure holds: OX1R antag-1 | OX1R antag-2
- Cc1c(CC(=O)O)c(=O)oc2c(C)c(OCc3ccc(F)cc3Cl)ccc12
  -7 | -19
- O=C(OCCOCCN=C1NS(=O)(=O)c2ccccc21)c1ccc(F)cc1
  11 | -5
- COc1ccc(C/C(N)=N/OC(=O)Cc2ccccc2)cc1OC
  24 | -18
- COc1ccc(/C=N/NC(=O)C2CC2)c(OC)c1OC
  18 | -8
- COc1cccc(N=Cc2ccc(O)cc2O)c1
  14 | -5
- Cc1ccccc1NC(=S)N(CCCN1CCOCC1)Cc1cccnc1
  1 | 0
- Cc1cc(-c2nnc(SCC(=O)NC3CC3)n2C(C)C)cs1
  18 | -16
- CCC(=O)N1CCc2cc(S(=O)(=O)CCC(=O)Nc3cccc(C)n3)ccc21
  3 | -9
- Cc1c(-c2cccc(Cl)c2)nc2ccccc2c1C(=O)OCC(=O)Nc1ccc2c(c1)OCO2
  27 | -26
- S=c1[nH]nc(-c2ccco2)n1Cc1ccccc1
  20 | -18
- C=CCn1c(C)csc1=Nc1ccccc1C
  0 | -11
- CCN(CC)S(=O)(=O)c1ccc(/C=C/C(=O)OCC#N)cc1
  10 | 9
- O=C(NC1CCCCCC1)c1cccnc1Sc1ccccc1
  2 | -10
- Cc1ccc(S(=O)(=O)N2CCOCC2)c(C)c1NS(C)(=O)=O
  4 | 4
- COc1cccc(-c2nc(CS(=O)(=O)CC(=O)Nc3ccc(C(C)=O)cc3)c(C)o2)c1
  9 | -9
- COc1ccc(S(=O)(=O)N2CCCc3ccccc32)cc1[N+](=O)[O-]
  2 | -2
- Cc1ccc(C(C(=O)NC(C)(C)C)N(Cc2ccco2)C(=O)CCC(=O)Nc2ccccn2)cc1 (configuration not stated)
  10 | -24
- C/C(Cn1nnc([N+](=O)[O-])n1)=N\NC(=O)c1ccc(Cl)c(Cl)c1
  20 | 5
- O=C(Nc1ccc(F)cc1F)NC1CCN(Cc2c(F)cccc2Cl)CC1
  1 | -12
- Nc1ccc(S(=O)(=O)NC2(C(F)(F)F)NC(=O)N(c3ccccc3F)C2=O)cc1 (configuration not stated)
  14 | -17
- Cc1ccc(-c2cc(C(=O)N/N=C/c3cccnc3)n[nH]2)o1
  13 | -16
- CCOC(=O)C1CCCN(c2c(NCC3CCCO3)c(=O)c2=O)C1 (configuration not stated)
  14 | -8
- COc1ccc(CNC(=O)COc2ccc(C(=O)c3ccc(F)cc3)cc2)cc1
  17 | -6
- Cc1csc(/N=C/c2ccc([N+](=O)[O-])cc2)n1
  17 | -9
- Cc1ccc(C2CC(c3cccs3)=NN2S(=O)(=O)c2ccc(C)cc2)cc1 (configuration not stated)
  11 | -28
- S=C1SCN(Cc2cccnc2)CN1Cc1cccnc1
  23 | -9
